Assay outcomes deposited in PubChem BioAssay by NCI.
NCI-60 one-dose screen, 48 h, at 10 µM unless noted. Numbers give growth in % (100 = growth as untreated, 0 = no growth, -100 = all killed).
LOX IMVI: LOX IMVI melanoma. actives 7.4% (n = 79,000). AID 1794757
SK-MEL-5: SK-MEL-5 melanoma; actives 6.4% (n = 80,000)
BT-549: BT-549 breast cancer. actives 4.4% (n = 78,000). AID 1794793
SK-MEL-2: SK-MEL-2 melanoma. actives 4.7% (n = 77,000). AID 1794763
HS 578T: HS 578T breast cancer; actives 4.1% (n = 78,000)
SK-MEL-28: SK-MEL-28 melanoma; actives 4.1% (n = 81,000); AID 1794761
T-47D: T-47D breast cancer; actives 5% (n = 79,000)
MDA-MB-435: MDA-MB-435 melanoma. actives 7.8% (n = 82,000)
An asterisk follows results filed as active; x = no result given; & = joins results of further samples; [ ] = another dose, or the depositor's remark. How the source made its calls: active means growth percent below 10; inactive means the rest. The order is random; overall some 12% were active at least once.

The line under a structure holds: LOX IMVI	SK-MEL-5	BT-549	SK-MEL-2	HS 578T	SK-MEL-28	T-47D	MDA-MB-435
> CC(OC1CCCCO1)C1CCC2C3CCC4=CC(=O)CCC4(C)C3CCC12C (centres undefined)
 : 82	56	77	104	100	107	72	105
> Clc1ccccc1/C=C/C=C1c2ccccc2-c2ccccc21
 : 113	99	122	112	94	139	68	101
> CC1(O)CC(C)(C)C(C#N)C(=O)N1 (centres undefined)
 : 94	102	111	102	98	115	96	108
> O=C(CN/N=C/c1ccc(Cl)cc1)n1nnnc1-c1ccccc1
 : 93	102	87	93	100	116	96	102
> c1cc2cccc3c2c(c1)c1sc2c4cccc5cccc(c54)c2c31
 : 110	96	101	98	107	104	72	106
> CC(NCCN)c1ccccc1 (centres undefined)
 : 90	89	103	107	96	104	100	97
> OC(CCCCCCCCC(O)CN1CCc2ccccc2C1)CN1CCc2ccccc2C1 (centres undefined)
 : 96	95	101	111	108	108	100	100
> Clc1ccc2nc(Nc3cccc(Cc4ccccc4)c3)[nH]c2c1
 : 102	100	39	118	92	110	103	98
> CSc1ccc2c3c(n(CCCn4ccnc4)c(=O)c2c1)-c1ccccc1C3=O
 : 1.8*	20	63	97	91	78	16	65
> Cc1c(C(N)=O)sc2c1c(=O)n(Cc1ccccc1)c1nncn21
 : 98	103	88	112	x	111	86	112
> O=C(O)c1ccc(-n2cc(/C=N/Nc3ccccc3)c(-c3cc4ccccc4oc3=O)n2)cc1
 : 95	97	100	90	105	108	118	114
> Nc1ccc(Sc2ccc([N+](=O)[O-])cc2)cc1
 : 86	97	94	103	110	111	94	x
> CC(C)CCSc1nc(N)nc2nc[nH]c12
 : 87	93	140	109	122	121	89	116
> CCN1CC(CCN2CCOCC2)C(C(c2ccccc2)c2ccccc2)C1=O (centres undefined)
 : 97	100	109	x	104	116	100	99
> O=C(Cc1c[nH]c2ccccc12)N=Nc1c(O)[nH]c2ccc(Cl)cc12
 : 94	x	102	107	97	109	93	88
> CCCN1[C@@H]2CC[C@H]1/C(=C\c1ccc(OC)cc1OC)C1=C2[C@@H](c2ccc(OC)cc2OC)C(C#N)=C(N)O1
 : 55	45	75	x	x	74	30	68
> CC(=O)C1=C(C)NC(NNC(N)=S)=NC1c1ccccc1 (centres undefined)
 : 88	97	92	97	103	98	103	99
> OCCNc1nc(O)c(/C=C2\C=Nc3ccccc32)s1
 : 92	97	86	87	97	108	54	103
> Cc1nc2c(-c3ccc(Cl)cc3)nc3ccccc3c2c(=O)n1N
 : 92	105	117	109	107	100	88	89
> CC(C)c1nc2ccccc2n1CC(=O)NN
 : 105	101	94	102	111	103	87	103
> CCCCCC(=O)OC1CCCC1
 : 99	100	106	112	103	109	x	118
> CCC(=O)c1cc(C(=O)OC)c2c3ccccc3c3ccccc3n12
 : 85	90	109	103	93	105	68	104
> CC(C)C(=O)NC1CCCCC1
 : 101	97	112	x	93	111	101	106
> O=C(CCCCCCCCC(=O)OCCOc1ccccc1)OCCOc1ccccc1
 : 98	93	94	100	62	127	97	105
> O=C(COc1cccc(/C=C2\COc3ccccc3C2=O)c1)Nc1nccs1
 : -97*	52	-80*	65	-6.5*	-68*	55	53
> Cc1ccccc1CN1C2=NCCN2C(=O)C2=C1CCN(S(=O)(=O)c1ccc(Cl)c(S(N)(=O)=O)c1)C2
 : 98	104	99	97	119	119	107	116
> CCOC(=O)c1ccc(NC(=O)CCCN(CC)CC)cc1
 : 98	110	83	73	119	109	93	108
> NC(=O)NN=C1CCCC1
 : 104	115	101	100	122	108	110	111
> NC(=O)c1ccc(Br)o1
 : 98	102	103	100	109	107	93	112
> c1ccc(NCc2ccc3c(c2)OCO3)cc1
 : 99&106	100&100	85&99	105&106	104&109	105&120	110&94	98&111

An excerpt from above, showing only SK-MEL-5.
structure	SK-MEL-5
NC(=O)c1ccc(Br)o1	102
c1ccc(NCc2ccc3c(c2)OCO3)cc1	100&100

The results go on:
The line under a structure holds: LOX IMVI	SK-MEL-5	BT-549	SK-MEL-2	HS 578T	SK-MEL-28	T-47D	MDA-MB-435
> COc1ccccc1C1OCC(C)([N+](=O)[O-])CO1 (centres undefined)
 : 98	107	105	106	109	112	103	109
> Cc1nn(-c2ccc(Br)cc2)c2nc3c(nc12)c(=O)oc1ccccc13
 : 96	102	112	111	102	97	102	99
> COc1ccc(CC(Cc2ccc(OC)c(OC)c2)NC=O)cc1OC
 : 101	102	107	105	101	107	101	108
> C/C(=N\O)c1ccc(NC(=O)CSc2nnc([C@H](C)c3ccc(CC(C)C)cc3)o2)cc1
 : 95	101	95	x	104	95	85	112
> CN1CCN(Cc2ccc(NC(=O)c3cncc(C#Cc4cnc5ccc(N6CCOCC6)nn45)c3)cc2C(F)(F)F)CC1
 : -94*	-96*	-72*	-88*	-28*	-76*	-5.4*	-65*
> O=C(OCc1ncc(-c2ccc(C(F)(F)F)cc2)c(NC2CCCCCC2)n1)c1c(F)c(F)c(F)c(F)c1F
 : 57	36	68	55	65	47	28	57
> Cc1sc2nc(NCCc3cccs3)[nH]c(=O)c2c1C
 : 89	91	75	x	x	100	75	84
> O=C1c2c(c(=O)[nH]c3ccccc23)C2CCCN1C2 (centres undefined)
 : x	110	108	103	107	112	107	101
> CC1CCCN(CCCCCOc2ccc3oc4ccccc4c(=O)c3c2)C1 (centres undefined)
 : 33	-59*	74	82	78	45	65	46
> CC(=O)c1ccccc1C(C)c1ccc(Br)c2ccccc12 (centres undefined)
 : 95	98	117	74	114	96	77	65
> C[C@@H]1[C@H]2[C@H](C=C3[C@@H]4CC[C@H]5Cc6nc7c(nc6C[C@]5(C)[C@H]4C[C@@H](O)[C@@]32C)C[C@@H]2CC[C@H]3C4=C[C@@H]5O[C@@]6(CC[C@](C)(CO)O6)[C@@H](C)[C@@]5(O)[C@@]4(C)[C@H](O)C[C@@H]3[C@@]2(C)C7)O[C@]12CCC(C)(C)O2
 : 3.2*	0.9*	3.4*	31	-4.8*	41	7.0*	52
> Fc1ccc(-c2cc3nc(C(Cl)Cl)nc(-c4ccc(Cl)cc4)n3n2)cc1
 : 71	77	72	89	8.6*	12	37	26
> COC(=O)C1=NN(c2ccccc2)C2N1c1ccccc1N1C(C(=O)OC)=NN(c3ccccc3)C21C (centres undefined)
 : 90	98	143	77	80	100	90	131
> O=[N+]([O-])c1cnc2ccccc2c1NCc1ccc(O)cc1
 : 93	99	90	103	96	116	91	104
> CC(C)C1C(C(=O)c2ccccc2O)=CNc2cc(-c3ccccc3)nn21 (centres undefined)
 : 92	59	89	80	76	93	69	91
> Cn1nc(-c2ccccc2)c(C(=O)c2ccccc2)c1Nc1ccccc1
 : 113	75	110	104	113	106	83	105
> CCc1c(C)c2cc3c(c(C)c2oc1=O)OCC(c1ccc(Br)cc1)=N3
 : 93	112	110	76	111	111	93	106
> N=c1c2c(-c3ccccc3)c(-c3ccccc3)oc2ncn1NC(=O)c1cccnc1
 : 95	93	103	111	103	119	96	104
> CS(=O)(=O)c1ccc2c(c1)c1c(n2C(=O)c2ccc(Cl)cc2)CCCC1
 : 41	26	33	x	-0.8*	61	18	-24*
> O=C(O)C1=NN(c2ccc(S(=O)(=O)O)cc2)C(=O)C1
 : 104	101	92	99	99	110	95	105
> O=C(OCC(O)C(=O)NC12CC3CC(CC(C3)C1)C2)c1cccc(Br)c1 (centres undefined)
 : 95	103	115	103	96	103	93	97
> CC(=O)O[C@H]1CC2CCC3C(CC[C@@]4(C)C3C[C@H]([N+]3(C)CCCCC3)[C@@H]4OC(C)=O)[C@@]2(C)C[C@@H]1[N+]1(C)CCCCC1 (some centres undefined)
 : 90	110	106	121	72	111	113	96
> CC(C)(C)c1cc(Cl)c(O)c(CNCCO)c1
 : 101	100	109	113	83	103	99	101
> CCOc1ccc(C2OCCC(C)O2)cc1OC (centres undefined)
 : 106	103	114	125	98	111	112	x
> COc1cccc2cc(C(=O)CSc3nc4ccccc4c(=O)n3-c3ccccc3)c(=O)oc12
 : 93	88	88	x	x	97	73	97
> CC(C(N)=O)C(=O)c1ccccc1 (centres undefined)
 : 99	96	105	98	99	103	86	102
> BrC1[C@H](c2c[nH]c3ccccc23)c2c([nH]c3ccccc23)[C@H]1c1c[nH]c2ccccc12 (some centres undefined)
 : 88	99	90	87	90	89	64	86
> COc1ccc2oc(=O)cc(C3c4ccc([nH]4)C(c4cc(=O)oc5ccc(OC)cc45)c4ccc([nH]4)C(c4cc(=O)oc5ccc(OC)cc45)c4ccc([nH]4)C(c4cc(=O)oc5ccc(OC)cc45)c4ccc3[nH]4)c2c1 (centres undefined)
 : -60*	-4.6*	-74*	1.7*	8.2*	1.4*	-29*	1.6*
> CC(C)(C)Nc1c(-c2ccc(-c3ccccc3)cc2)nc2ncccn12
 : 78	67	76	78	110	94	31	82
> Cc1c(C(N)=O)sc2[nH]c(=O)n(Cc3ccccc3)c(=O)c12
 : 98	99	x	127	97	95	83	105

A few values from the results shown.
CC(OC1CCCCO1)C1CCC2C3CCC4=CC(=O)CCC4(C)C3CCC12C (centres undefined) in MDA-MB-435 is entered as 105
Cc1nc2c(-c3ccc(Cl)cc3)nc3ccccc3c2c(=O)n1N in SK-MEL-28 is entered as 100

Continuation:
SMILES,LOX IMVI,SK-MEL-5,BT-549,SK-MEL-2,HS 578T,SK-MEL-28,T-47D,MDA-MB-435
CCCCOc1ccc(Nc2nc3ccccc3nc2Nc2ccc(OCCCC)cc2)cc1,102,96,104,100,103,109,79,88
NS(=O)(=O)c1ccc(NC(=O)Nc2nccs2)cc1,102,105,108,101,101,114,108,105
Cn1cnc2c1c(=O)[nH]c(=O)n2C,98&96,102&99,103&93,107,96&112,131&105,86&104,95&102
N#CC1=C(N)Oc2[nH]c(=S)sc2C1c1c[nH]c2ccccc12 (centres undefined),90,76,101,102,102,107,78,103
NC(=O)CCn1c2ccc(-n3ccnc3)cc2c2ccc(CCC(=O)O)cc21,93[100 µM],x,102[100 µM],101[100 µM],95[100 µM],104[100 µM],94[100 µM],97[100 µM]
C=C1C(=O)O[C@H]2[C@H]1CC/C(COC(=O)/C=C/c1cccnc1)=C\CC[C@@]1(C)O[C@@H]21,31,68,21,75,63,44,23,28
Cc1nc(N)nc(SCc2ccccc2)c1Br,96,88,76,90,88,106,65,111
CN(C)C(C#N)C(=O)c1ccccc1 (centres undefined),96,102,103,101,117,109,93,98
Cc1cc(C(=O)Nc2ccccc2C(F)(F)F)c(C)o1,97,93,96,105,101,104,93,103
CC1CNC(=S)SSC(=S)N1 (centres undefined),106,104,93,95,x,111,109,124
O=C(CCc1nnc(COc2ccccc2)o1)c1nc2ccccc2[nH]1,97,97,94,96,113,113,85,101
CC(OC(=O)Nc1ccccc1)C(=O)OC1CCCCC1 (centres undefined),91,105&104,110&124,118&95,101&107,102&105,113&93,98&108
Cc1ccc(-c2cc(-c3ccccc3)n(-c3ccccc3)n2)cc1,99,106,101,75,x,98,75,89
Cc1cc(Cl)ccc1NC(=O)N1c2ccccc2SC12CCCC2,90,94,112,x,90,104,84,103
